Screens from PubChem BioAssay.
POLB inh = inhibitors of human DNA polymerase beta. P06746. Pol beta primer extension/strand displacement, fluorescence kinetic. Potency, µM (top dose mostly 114 µM), for the others: top-dose activity change, negative = inhibition, hits mostly inhibitors. 340,000 compounds, 1.3% hits; also: potency is read from the fitted curve at half-maximal effect; % is scaled to controls: 0 for no effect and ±100 for the full control effect
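Reaction started by 50 nM substrate onto compound-treated Pol beta (10 nM, 15 min preincubation, room temperature); plates read at 0 min and 10 min. Normalized concentration-effect data fitted by four-parameter Hill equation.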
APE1 inh = APE1 (human) endonuclease inhibition. P27695. recombinant APE1, TAMRA/BHQ-2 abasic DNA cleavage fluorescence. Potency, µM (doses to about 65.8 µM), without a hit: at the highest dose activity change, negative = inhibition, usual class: inhibitors. 350,000 compounds, 0.35% hits. AID 2517;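 also: potency is read from the fitted curve at half-maximal effect; plate controls were vehicle for no effect and reference inhibitor for full effect; nearly all actives have a fitted effect of over 55% in size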
Target sequence (P27695 whole entry, looked up): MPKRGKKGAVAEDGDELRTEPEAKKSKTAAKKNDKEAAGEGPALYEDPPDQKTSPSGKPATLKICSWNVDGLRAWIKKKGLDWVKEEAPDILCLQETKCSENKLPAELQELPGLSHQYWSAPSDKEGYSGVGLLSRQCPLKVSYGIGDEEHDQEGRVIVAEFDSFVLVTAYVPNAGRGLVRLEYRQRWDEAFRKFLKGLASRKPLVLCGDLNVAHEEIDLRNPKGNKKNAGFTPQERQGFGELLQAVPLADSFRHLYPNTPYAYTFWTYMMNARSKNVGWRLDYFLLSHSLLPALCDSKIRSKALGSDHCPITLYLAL
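Compound pre-exposure to 0.75 nM APE1, 15 min at ambient temperature. Reaction initiated with 50 nM TAMRA/BHQ-2 THF substrate, read immediately in kinetic mode, 525 nm excitation, 598 nm emission.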
POLH inh = inhibitors of human DNA polymerase eta | Q9Y253 | recombinant Pol eta, fluorescent DNA replication assay | Potency, µM (highest dose often 114 µM), without a hit: top-dose activity change, negative = inhibition, actives largely listed as inhibitors | 390,000 compounds, 1.2% hits; also: potency is read from the fitted curve at half-maximal effect; % is scaled to controls: 0 for no effect and ±100 for the full control effect
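Pol eta at 10 nM preincubated with compounds 15 min at room temperature; reaction started with fluorescent substrate (50 nM final) and read kinetically at 0 and 10 min.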
GRP78 ERSR act = inducers of ER stress response in human glioma cells; Potency, µM, inactives show at the highest dose activation, usual class: activators; 420,000 compounds, 0.02% hits; AID 602332; U87-MG GRP78 promoter luciferase reporter, 16 h; also: potency is read from the fitted curve at half-maximal effect; series mostly up to about 76 µM; % of control where 0% means no effect; nearly all actives have a fitted effect of over 35% in size
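Stably transfected U87-MG human glioma cells carrying a GRP78-based luminescent sensor were seeded at 1000 cells/well, pin-dosed with compounds and incubated 16 h. Luciferase reagent was then added, and end-point luminescence was read after 10 min at room temperature.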
LDHA block = LDHA (human) enzyme inhibition; P00338; purified LDHA, NADH/diaphorase-resazurin fluorescence; hits give low values; activity change, % (values are at about 110 or 230 µM); 480,000 compounds, 0.15% hits; in the data active = activity change below about -30%; inconclusive = mostly about -25% to -30%;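 also: plate controls were DMSO wells for no effect and wells without enzyme for full effect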
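LDH5 2 nM; NADH 0.06 mM, pyruvate 0.2 mM; 200 mM Tris pH 7.4, EDTA, Tween-20; 5 min RT. Detection: diaphorase 0.133 mg/mL + resazurin 37 µM, fluorescence ex540/em590 at 0 and 20 min; normalized to enzyme-free and DMSO wells.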
POLK inh = blocks human DNA polymerase kappa activity. Q9UBT6. purified Pol kappa, fluorescent DNA synthesis assay, 10 min. Potency, µM (doses to about 107 µM), for the others: at the top dose activity, negative = inhibition, hits mostly inhibitors. 400,000 compounds, 0.53% hits. AID 588579; also: potency is read from the fitted curve at half-maximal effect; % is scaled to controls: 0 for no effect and ±100 for the full control effect
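Kinetic fluorescence screen: compound preincubated 15 min RT with 10 nM enzyme; 50 nM substrate (final) initiates; reads at 0/10 min.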
Pol iota inh = inhibitors of human DNA polymerase iota. Q9UNA4. Pol iota fluorescent replication assay, 10 min. Potency, µM (doses to about 115 µM), for the others: top-dose activity, negative = inhibition, hits mostly inhibitors. 390,000 compounds, 1% hits. AID 588590; also: potency is read from the fitted curve at half-maximal effect
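Fluorescent replication assay read twice, at 0 min and 10 min after adding 50 nM (final) substrate. Enzyme (10 nM) and compounds were first incubated 15 min at room temperature; enzyme-free buffer wells were negative controls.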
Apoferritin bind = candidate novel general anesthetic via apoferritin binding; apoferritin/1-aminoanthracene competitive binding, fluorescence; Potency, µM (top dose mostly 77.5 µM), without a hit: at the highest dose activity change, negative = displacement, hits mostly inhibitors; P02791; 350,000 compounds, 0.074% hits; AID 485281; also: potency is read from the fitted curve at half-maximal effect; % is scaled to controls: 0 for no effect and ±100 for the full control effect; nearly all actives have a fitted effect of over 20% in size
Target sequence (P02791 2-175 limits assumed): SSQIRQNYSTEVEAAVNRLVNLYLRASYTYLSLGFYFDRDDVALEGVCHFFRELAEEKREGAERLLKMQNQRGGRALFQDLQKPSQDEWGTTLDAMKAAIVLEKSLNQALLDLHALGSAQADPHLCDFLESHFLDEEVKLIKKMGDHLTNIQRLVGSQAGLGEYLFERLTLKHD
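10 uM apoferritin + 50% sat. 1-AMA, PBS; cpd 10 min RT; Ex380/Em535 endpoint; normalized to free probe vs complex; 4-param Hill fit; propofol titration as pos. ctrl.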
BLM helicase inh = Bloom syndrome helicase (human) inhibition; recombinant BLM DNA unwinding, fluorescence dequenching; Potency, µM (titrated, usually from 56.1 µM), for inactives: top-dose activity change, negative = inhibition, hits mostly inhibitors; 350,000 compounds, 0.2% hits; P54132;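 also: potency is read from the fitted curve at half-maximal effect; plate controls were vehicle for no effect and no enzyme for full effect; nearly all actives have a fitted effect of over 35% in size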
An asterisk follows results filed as active; ? = inconclusive; . = no result given; & = joins results of further samples; [ ] = another dose, or the depositor's remark. Unless noted, calls follow the shape of the dose curve; as a rule, active = well fitted curve in the direction sought with a large enough effect; inconclusive = small, poorly fitted or top-dose-only effect, or another doubt; inactive = no such curve, though single readings can be large; an effect the other way counts as inactive or inconclusive. Some of the compounds tested; count on the stated rates, not on these rows.

canonical_smiles	POLB inh	APE1 inh	POLH inh	GRP78 ERSR act	LDHA block	POLK inh	Pol iota inh	Apoferritin bind	BLM helicase inh
O=C(Nc1ccc(N2CCOCC2)cc1)c1cnccn1	2%	-5%	-10%	-14%	-2	1%	9%	50%[activator]	-2%
CC1CN(c2nc3c(c(=O)n(Cc4ccc(Cl)cc4)c(=O)n3C)n2C)CC(C)O1 (configuration not stated)	4%	-6%	-7%	-1%	0	-20%	14%	-11%	-2%
COC(=O)C1=C(C)Nc2nnnn2C1c1cc(OC)ccc1OC (configuration not stated)	0%	-2%	13%	-2%	-1	-3%	0%	-7%	-4%
Cc1ccc(/C(=N/Nc2ncnc3ccccc23)C(=O)O)cc1	19%	-8%	-5%	1%	1	-7%	-3%	-8%	-1%
O=C(c1ccccc1)N1CCN(S(=O)(=O)N2CCOCC2)CC1	1%	13%	-9%	-7%	0	-7%	?	-3%	-7%
C/C(=N\NC(=O)c1ccccc1)c1ccc(N2CCCCC2)cc1	1%	1%	-20%	4%	-6	-2%	12%	-6%	-1%
COc1cc(NC(=O)c2n[nH]c(=O)c3ccccc23)cc(OC)c1	37%	3%	-8%	-4%	-5	-1%	?	-1%	-1%
COc1ccc(NC(=O)CN2CCN(c3ccccc3F)CC2)cc1	5%	-2%	-8%	-1%	2	0%	-2%	-12%	1%
O=C(N/N=C/c1ccccc1)c1ccc(N2CCOCC2)c([N+](=O)[O-])c1	3%	1%	-18%	-1%	-1	-4%	11%	1%	1%
CC1CC(C)CN(C(=O)COC(=O)c2cccc([N+](=O)[O-])c2)C1 (configuration not stated)	-2%	4%	-13%	0%	0	6%	-5%	-19%	3%
CN(Cc1ccc(F)cc1)C(=O)CNC(=O)c1cccs1	.	2%	-12%	-1%	-3	5%	10%	.	.
COCCNC(=O)c1cc2sccc2n1C	3%	2%	3%	-3%	-10	-11%	0%	-6%	-2%
COC(=O)c1c(NC(C)=O)sc2c1CCN(Cc1ccccc1)C2	-1%	-2%	-18%	-3%	2	12%	15%	-17%	3%
COc1ccc(CCNC(=O)NC(C(F)(F)F)C(F)(F)F)cc1OC	1%	5%	-5%	1%	0	-1%	28%	-2%	0%
CCOc1ccc(NC(=O)COC(=O)COc2cccc3c2OC(C)(C)C3)cc1	?	4%	-17%	-1%	-3	-6%	13%	?	-5%
CO[C@H]1/C=C/O[C@@]2(C)Oc3c(C)c(O)c4c(O)c(c(/C=N/N5CCN(C)CC5)c(O)c4c3C2=O)NC(=O)/C(C)=C\C=C\[C@H](C)[C@H](O)[C@@H](C)[C@@H](O)[C@@H](C)[C@H](OC(C)=O)[C@@H]1C	.	-4%&1%	.	-5%	.	1%[19.4 µM]	.	-14%	.
CCOc1ccc(N(CC)C(=O)c2noc3c2COc2ccc(C)cc2-3)cc1	1%	.	-12%	-3%	4	0%	-6%	-5%	-4%
COc1cccc2c1cc1c(=O)n(CC(=O)N3CCCC3)nc(C)n12	.	.	-16%	-6%	1	9%	25%	.	.
Cc1cccc(NC(=O)C(C)SCc2nc3sc(C)c(C)c3c(=O)[nH]2)n1 (configuration not stated)	?	21%	?	-5%	1	-5%	?	-10%	-12%
CC(=O)c1ccc(N2CCN(S(=O)(=O)c3ccc4c(c3)CC(C)N4C(=O)C3CCC3)CC2)cc1 (configuration not stated)	-2%	.	-13%	-2%	4	-4%	1%	-19%	-2%
COc1ccc(OC)c(-n2c(SCC(=O)NCC3CCCO3)nc3ccccc3c2=O)c1 (configuration not stated)	.	26%	-5%	-8%	0	-6%	23%	.	.
Clc1ccccc1CSc1nc2ccncc2[nH]1	27%	-8%	-16%	-1%	-3	-3%	-9%	-21%	-2%
CCOC(=O)c1cccc(NC(=O)CCc2c(C)nn(-c3ccc(N4CCCC4)nn3)c2C)c1	3%	.	-17%	-1%	-9	-25%	29%	-5%	-2%
CCCCNC(=O)C1CCCN1C(=O)Nc1cccc(OC)c1 (configuration not stated)	27%	2%	-2%	-4%	-16	-1%	3%	-10%	2%
O=S(=O)(c1ccc(Oc2ccc3c(c2)OCO3)c(S(=O)(=O)N2CCOCC2)c1)N1CCOCC1	.	.	.	-1%	-2	-13%	-11%	.	.
CCOc1ncccc1C(=O)OCC(=O)NC(=O)NC(C)C	2%	-1%	-9%	-3%	1	-3%	11%	-7%	1%
O=C(NNC(=O)c1cnccc1C(F)(F)F)c1ccccc1	30%	2%	-6%	1%	0	-1%	2%[58.9 µM]	-2%	-2%
Cc1ccc(NC2=NCC(=O)N2CCc2ccccc2)cc1C	-2%	1%	-7%	-5%	-2	-8%	?	-5%	-3%
C/C(=N\Nc1ccc(S(N)(=O)=O)cc1[N+](=O)[O-])c1ccco1	3%	-4%	-5%	-1%	-5	-1%	49%[activator]	3%	-6%
CCOC(=O)c1cnn(-c2nc3c(C)cccc3s2)c1C	-1%	1%	-7%	1%	-6	-3%	11%	-7%	-3%

Later entries.
Short keys – A = POLB inh; B = APE1 inh; C = POLH inh; D = GRP78 ERSR act; E = LDHA block; F = POLK inh; G = Pol iota inh; H = Apoferritin bind; I = BLM helicase inh
N#C/C(=C/c1ccc(O)cc1)c1nc(-c2ccc(-c3ccccc3)cc2)cs1
  A: 8%; B: .; C: -12%; D: -1%; E: -11; F: -18%; G: 4%; H: -18%; I: -11%

CN(C)c1ccc2c(O)cc(=O)n(C)c2c1
  A: 14%; B: 16%; C: -14%; D: -2%; E: 45; F: -5%; G: 34%[activator]; H: -4%; I: -7%

O=C(Nc1ccc([N+](=O)[O-])cc1)C1C(c2ccccc2)=C1c1ccccc1
  A: 30%; B: -5%; C: -19%; D: 1%; E: -4; F: -6%; G: 23%; H: -1%; I: -2%

CC(C)(Oc1ccc(Cl)cc1)C(=O)Nc1nc2ccc(S(C)(=O)=O)cc2s1
  A: ?; B: .; C: -18%; D: -1%; E: -3; F: -20%; G: -14%; H: -13%; I: -9%

CC(C)c1ccc(NC(=O)c2ccccc2NC(=O)C2CC=CCC2C(=O)O)cc1 (configuration not stated)
  A: ?; B: 11%; C: -4%; D: 6%; E: -3; F: 5%; G: 42%[activator]; H: -4%; I: 2%

COc1ccc(N2CCN(Cc3nc(-c4ccccc4)no3)CC2)cc1
  A: 35%; B: 10%; C: -25%; D: 0%; E: -1; F: -1%; G: 107%[activator]; H: ?; I: -4%

COc1cc2c(NC3CCN(C)CC3)nc(N3CCCCC3)nc2cc1OCCOCCN1CCCC1
  A: .; B: .; C: .; D: -5%; E: 6; F: -19%; G: ?; H: .; I: .

O=c1c([N+](=O)[O-])cc(C(F)(F)F)cn1Cc1c(Cl)cccc1Cl
  A: 20%; B: 3%; C: -6%; D: -5%; E: -1; F: -7%; G: 9%; H: -7%; I: -3%

COc1ccccc1NC(=O)C1CCN(C(=O)c2sc3nc[nH]c(=O)c3c2C)CC1
  A: 23%; B: .; C: 0%; D: -2%; E: -2; F: -4%[60.1 µM]; G: -4%; H: -12%; I: -1%

COc1ccc(N=C2NC(=O)/C(=C\C=C\c3ccccc3)S2)cc1
  A: 36%; B: 5%; C: 4%; D: 4%; E: -10; F: -5%; G: 72%[activator]; H: -4%; I: -3%

Some of these compounds in order of molecular weight, lowest first:
Short keys – A = POLB inh; B = APE1 inh; C = POLH inh; D = GRP78 ERSR act; E = LDHA block; F = POLK inh; G = Pol iota inh; H = Apoferritin bind; I = BLM helicase inh
CN(C)c1ccc2c(O)cc(=O)n(C)c2c1
  A: 14%; B: 16%; C: -14%; D: -2%; E: 45; F: -5%; G: 34%[activator]; H: -4%; I: -7%

COc1ccc(N=C2NC(=O)/C(=C\C=C\c3ccccc3)S2)cc1
  A: 36%; B: 5%; C: 4%; D: 4%; E: -10; F: -5%; G: 72%[activator]; H: -4%; I: -3%

COc1ccc(N2CCN(Cc3nc(-c4ccccc4)no3)CC2)cc1
  A: 35%; B: 10%; C: -25%; D: 0%; E: -1; F: -1%; G: 107%[activator]; H: ?; I: -4%

O=C(Nc1ccc([N+](=O)[O-])cc1)C1C(c2ccccc2)=C1c1ccccc1
  A: 30%; B: -5%; C: -19%; D: 1%; E: -4; F: -6%; G: 23%; H: -1%; I: -2%

O=c1c([N+](=O)[O-])cc(C(F)(F)F)cn1Cc1c(Cl)cccc1Cl
  A: 20%; B: 3%; C: -6%; D: -5%; E: -1; F: -7%; G: 9%; H: -7%; I: -3%

N#C/C(=C/c1ccc(O)cc1)c1nc(-c2ccc(-c3ccccc3)cc2)cs1
  A: 8%; B: .; C: -12%; D: -1%; E: -11; F: -18%; G: 4%; H: -18%; I: -11%

CC(C)c1ccc(NC(=O)c2ccccc2NC(=O)C2CC=CCC2C(=O)O)cc1 (configuration not stated)
  A: ?; B: 11%; C: -4%; D: 6%; E: -3; F: 5%; G: 42%[activator]; H: -4%; I: 2%

CC(C)(Oc1ccc(Cl)cc1)C(=O)Nc1nc2ccc(S(C)(=O)=O)cc2s1
  A: ?; B: .; C: -18%; D: -1%; E: -3; F: -20%; G: -14%; H: -13%; I: -9%

COc1cc2c(NC3CCN(C)CC3)nc(N3CCCCC3)nc2cc1OCCOCCN1CCCC1
  A: .; B: .; C: .; D: -5%; E: 6; F: -19%; G: ?; H: .; I: .

(list continues)
Short keys – A = POLB inh; B = APE1 inh; C = POLH inh; D = GRP78 ERSR act; E = LDHA block; F = POLK inh; G = Pol iota inh; H = Apoferritin bind; I = BLM helicase inh
Cc1cccc(C(=O)NCC(c2ccco2)N(C)C)c1 (configuration not stated)
  A: 5%; B: 0%; C: -8%; D: 3%; E: -7; F: -11%; G: 12%; H: -6%; I: 0%

COc1ccc(S(=O)(=O)N2CCN(c3ccc4nnc(-c5ccc(F)cc5)n4n3)CC2)cc1
  A: 10%; B: 7%; C: -17%; D: 1%; E: -7; F: -6%; G: ?; H: -16%; I: -3%

O=C(Nc1nc2c(s1)CCCCCC2)Nc1ccc(F)cc1F
  A: -22%; B: .; C: 0%; D: 0%; E: -5; F: -1%[60.1 µM]; G: -8%; H: -10%; I: -4%

c1ccc(-c2cnc(C3CCCCC3)o2)cc1
  A: .; B: .; C: -6%; D: 2%; E: -10; F: -1%; G: -7%; H: .; I: .
